Tn6 DDE FP – disrupts Tn6 cyclic peptide binding to fibrin D-Dimer-E complex | Fibrin DD(E) TRITC-Tn6 fluorescence polarization displacement | AID 720509 | inhibition, % at 8.3 µM | 0.21% of 370,000 active;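 active = inhibition above a per-campaign cutoff: mean of compounds within control limits plus 3 SD, cut at about 15% in these data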;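 note: 0% = median of all compound wells on the plate and 100% = blocking peptide control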
ADAM10 inh – ADAM10 inhibition, QFRET primary screen; O14672; recombinant ADAM10, EDANS/DABCYL FRET peptide cleavage, 3 h; inhibition, % at 7 µM; 0.62% of 370,000 active;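 active = inhibition above a per-campaign cutoff equal to the mean of compounds falling between control-based bounds plus 3 SD, cut at about 20% in these data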;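 note: 0% = DMSO wells while the 100% control is not disclosed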
SIAE inh – human SIAE inhibition, primary screen; 0.69% of 370,000 active; SIAE FP-Rh probe binding, fluorescence polarization; AID 1053197; inhibition, % at 9.66 µM; Q9HAT2;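 active = inhibition above a cutoff: mean of compounds within the control limits plus 3 SD of those, cut at about 17% in these data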;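 note: 0% = plate median of compound wells and 100% = probe without SIAE protein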
PLC-beta3 inh – PLC-beta3 (human) inhibition, primary screen; Q01970; Purified PLC-beta3, fluorogenic substrate, fluorescence; inhibition, % at 12.2 µM; 0.18% of 370,000 active; AID 720704; in the data active = inhibition above about 11%;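 note: 0% = median of compound wells on plate and 100% = full blocker control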
PLCg1 inh – PLC-gamma1 (human) inhibition, primary screen. 0.84% of 370,000 active. AID 720700. inhibition, % at 12.2 µM. P19174. purified PLC-gamma1, fluorogenic substrate, fluorescence; in the data active = inhibition above about 9.5%
TDP2 absorb – blocks human TDP2 phosphodiesterase activity | recombinant TDP2, T5PNP hydrolysis, p-nitrophenol absorbance 415 nm | inhibition, % at 12.8 µM | 0.34% of 370,000 active | AID 720702;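 active = inhibition above the mean of all tested compounds plus 3 SD, set per campaign, cut at about 25% in these data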;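 note: 0% = DMSO with enzyme and 100% = buffer with substrate but no TDP2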
Target sequence (O95551 whole entry, looked up): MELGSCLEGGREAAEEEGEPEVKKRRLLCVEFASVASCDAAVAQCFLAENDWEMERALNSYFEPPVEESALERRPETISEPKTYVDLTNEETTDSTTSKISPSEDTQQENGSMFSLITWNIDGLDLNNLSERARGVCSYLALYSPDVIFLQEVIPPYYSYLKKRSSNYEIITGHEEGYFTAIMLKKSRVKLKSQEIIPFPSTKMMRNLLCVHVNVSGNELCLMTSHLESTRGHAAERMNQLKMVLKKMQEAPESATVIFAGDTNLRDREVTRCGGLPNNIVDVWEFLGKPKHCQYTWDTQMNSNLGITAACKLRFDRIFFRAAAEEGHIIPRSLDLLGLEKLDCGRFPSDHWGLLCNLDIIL
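System – recombinant human TDP2 · Quantity – TDP2 enzyme at 120 nM final · Doses – single concentration, 12.8 µM nominal, with 1% DMSO · Incubation – 2 h at 37 °C · Measured by – epi absorbance of p-nitrophenol freed from T5PNP by hydrolysis · Read-out – % inhibition relative to enzyme-containing and enzyme-free wells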
Tn7 DDE FP – disrupts Tn7 cyclic peptide binding to fibrin D-Dimer-E complex. AID 720508. inhibition, % at 8.3 µM. FP displacement of FITC-Tn7 peptide from fibrin DD(E); 0% = median of compound wells per plate. 0.13% of 370,000 active. P02675;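 active = inhibition above the mean of compounds falling within the control limits plus 3 SD of them, cut at about 14% in these data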;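 note: 0% = plate median of compound wells and 100% = 10 µM Aha-Tn7 peptide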
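Assay system: Human clot-derived fibrin DD(E) complex | Buffer or medium: Tris/NaCl/CaCl2 buffer, pH 7.8 | Repeats: One replicate per compound | Benchmarks: Aha-Tn7 high control | Measure: % inhibition scaled between sample-field median and high-control FP | Schedule: 10 min plus 3 h, room temperature | Signal: Fluorescence polarization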
ARFGAP1 inh – inhibitors of rat ARFGAP1 | Q62848 | inhibition, % at 16.5 µM | Arfgap1-stimulated ARF1 GTP hydrolysis, GDP FP detection | 0.26% of 360,000 active | AID 651572;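 active = inhibition above a per-plate limit, mean inhibition of low control wells plus 3 SD, cut at about 25% in these data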;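 note: 0% = DMSO wells with enzyme and 100% = wells lacking Arfgap1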
Target sequence (Q62848 1-136 limits assumed): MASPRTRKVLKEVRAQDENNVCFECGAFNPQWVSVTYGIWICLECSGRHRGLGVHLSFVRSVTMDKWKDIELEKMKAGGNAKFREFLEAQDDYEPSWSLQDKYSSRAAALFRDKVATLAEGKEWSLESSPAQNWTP
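system = rat Arfgap1 catalytic domain, aa 1-136 | technique = FP, GDP Alexa 633 tracer displaced from anti-GDP antibody, 620/688 nm | compound = one concentration, 16.5 µM, DMSO 1.26% | medium = HEPES-based buffer, pH 7.5 | timing = compound-enzyme preincubation 20 min, reaction 120 min, detection 60 min, 25 °C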
ASAP1 inh – blocks human ASAP1-stimulated Arf1 GTP hydrolysis; Q9ULH1; GDP FP detection; inhibition, % at 16.5 µM; 0.19% of 360,000 active; in the data active = inhibition above about 25%;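 note: 0% = vehicle with enzyme and substrate and 100% = no enzyme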
ADAM17 inh – inhibitors of human ADAM17. AID 720648. recombinant ADAM17, EDANS/DABCYL FRET peptide cleavage. inhibition, % at 6.95 µM. 0.83% of 370,000 active;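 active = inhibition above the mean of compounds lying between control limits plus 3 SD, set per campaign, cut at about 8.5% in these data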;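 note: 0% = DMSO-only wells as the low control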
Target sequence (P78536 215-824 limits assumed): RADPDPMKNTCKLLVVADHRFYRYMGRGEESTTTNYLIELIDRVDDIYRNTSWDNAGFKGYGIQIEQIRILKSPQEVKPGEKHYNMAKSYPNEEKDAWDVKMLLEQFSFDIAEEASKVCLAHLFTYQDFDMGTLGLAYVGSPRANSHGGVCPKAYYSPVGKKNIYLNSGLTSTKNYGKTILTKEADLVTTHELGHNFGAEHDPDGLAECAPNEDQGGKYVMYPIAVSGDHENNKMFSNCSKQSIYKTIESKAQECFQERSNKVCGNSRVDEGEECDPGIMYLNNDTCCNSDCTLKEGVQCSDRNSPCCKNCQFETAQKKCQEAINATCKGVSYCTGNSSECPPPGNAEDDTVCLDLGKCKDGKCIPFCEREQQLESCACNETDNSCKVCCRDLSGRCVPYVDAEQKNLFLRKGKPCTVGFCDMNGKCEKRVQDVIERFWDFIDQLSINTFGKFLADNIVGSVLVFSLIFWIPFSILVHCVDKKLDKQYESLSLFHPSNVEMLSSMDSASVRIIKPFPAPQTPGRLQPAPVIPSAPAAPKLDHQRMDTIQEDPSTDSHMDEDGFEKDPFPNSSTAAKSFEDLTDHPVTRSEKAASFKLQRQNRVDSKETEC
The depositor's hits bear a star; i = inactive; / = not tested or not shown.

SMILES	Tn6 DDE FP	ADAM10 inh	SIAE inh	PLC-beta3 inh	PLCg1 inh	TDP2 absorb	Tn7 DDE FP	ARFGAP1 inh	ASAP1 inh	ADAM17 inh
N#CC1=C(N)Oc2nc[nH]c(=O)c2C1c1cccs1 (stereo not drawn)	3	-11	0	-3	-5	7	3	3	-3	-3
Cc1ccc(OCc2n[nH]c(=S)n2N)cc1C	3	7	-3	2	6	-14	-4	6	11	3
O=C1NC(=Nc2ccc(O)cc2)S/C1=C\C=C\c1ccco1	-9	-4	3	-18	-2	18	-3	0	0	-2
Cc1c(C(=O)NC2CCCCC2)oc2ccccc12	8	-8	-5	-4	2	6	3	-6	1	-1
COc1ccccc1N1CCN(C(=O)c2ccc(CN3CCc4ccccc4C3)cc2)CC1	-8	-4	-4	-1	1	-2	-2	-3	2	-5
O=C(NCc1ccco1)c1ccccc1	2	-10	0	-5	-34	1	4	11	-2	-4
Nc1nc2ccccc2n1S(=O)(=O)c1ccccc1	1	-1	-4	7	7	-13	0	11	7	9.0*
Cc1cccc(C)c1NC(=O)Nc1ccccc1-n1ccnc1	-5	4	3	2	2	6	6	-14	-7	2
CC1CSc2nnc(CCc3ccccc3)n21 (stereo not drawn)	0	-2	2	5	3	-9	-1	0	-11	3
O=C(O)CSc1nnc(C2COc3ccccc3O2)n1-c1ccccc1 (stereo not drawn)	0	10	9	0	6	-9	-2	-3	10	3
CC(=O)OCC(=O)[C@@]1(O)CC[C@H]2[C@@H]3CCC4=CC(=O)CC[C@]4(C)[C@H]3C(=O)C[C@@]21C	-1	-5	-1	4	3	-5	5	15	0	-5
CSc1cccc(NC(=O)/C=C/c2cccc(Cl)c2)c1	-6	15	-51	-2	1	-5	-1	3	4	7
Cc1ccc(-c2nc3ccccc3c(=O)n2CCN2CCOCC2)cc1	-7	-3	-6	-3	1	4	-7	9	-3	-5
Cc1cc(Cl)ccc1OCC(=O)NN1C(=O)C2C3C=CC(C3)C2C1=O (stereo not drawn)	10	-1	-1	2	-1	4	-7	1	1	-3
Cc1nn(CCCC(=O)Nc2c(F)cc(F)cc2Br)c(C)c1[N+](=O)[O-]	5	3	-1	2	1	19	2	-11	12	-1
CCCCOCCCNC(=O)C[C@H]1C[C@@]2(C(=O)OC)C(=C[C@H](C3CCCC3)O[C@@H]2C)N(Cc2ccc(Cl)cc2Cl)C1=O	0	-3	-2	4	0	-6	7	/	/	-2
CCCCC(=O)Nc1cc(N(C)C)nc2ccccc12	-1	i	-10	-85	-81	-16	-1	1	14	-221
COc1ccc(C2/C=C\CN(C(=O)CC(C)(C)C)CC(=O)N2Cc2ccc(F)cc2)cc1 (stereo not drawn)	-8	2	1	2	2	4	7	9	-10	-6
C=CCn1c(=N)n(CC(=O)c2ccc(Br)s2)c2ccccc21	0	0	1	-6	-4	3	3	4	2	-5
O=C(O)c1ccccc1C(=O)NCC(O)COCC1CC=CCC1 (stereo not drawn)	0	5	4	0	1	0	-1	0	1	-1
CCN(CC)CCNc1nc(-c2ccco2)c2c(c1C#N)CC(C)(C)OC2	0	i	0	-201	-155	-13	-2	-2	3	-105
COc1cc(OC)cc(C(=O)NCc2nc(-c3ccccc3)no2)c1	0	-4	-8	-1	2	1	11	9	-3	-2
O=C(COC(=O)c1ccc(Cl)c(S(=O)(=O)N2CCN(c3ccc(F)cc3)CC2)c1)Nc1cccc(Cl)c1	3	-1	-51	1	1	3	2	1	10	1
CCCNC(=O)C1(C)CCCN(Cc2cccc(C#N)c2)C1 (stereo not drawn)	1	-9	-11	3	2	2	0	1	4	-2
CCOc1ccccc1N1CC(C(=O)NNC(=O)c2ccc(F)cc2)CC1=O (stereo not drawn)	-2	0	-4	-3	2	-11	-8	-13	3	0
COc1ccc2c(CC(=O)OCC(=O)Nc3ccc(S(N)(=O)=O)cc3)coc2c1	-3	-10	-1	-12	-3	-3	0	4	3	-10
Cc1ncc([N+](=O)[O-])n1CC(=O)Nc1ccc(F)c(Cl)c1	1	5	-5	1	7	-8	-3	-2	-16	0
COC(=O)C1=C(C)N(Cc2ccccc2C(F)(F)F)C(=NCc2cccc(C(F)(F)F)c2)NC1c1ccc(C(F)(F)F)cc1 (stereo not drawn)	-3	-3	-15	-4	2	-9	6	3	6	-5
CCCCCCCCCCCCCCCC[N+](C)(C)CC	6	4	0	6	3	17	6	-14	-6	-1
Nc1nsc2ccccc12	1	-56	4	5	4	9	-3	23	-13	-20
O=C(O)c1ccccc1N=N/C(=N/Nc1cc(S(=O)(=O)O)ccc1O)c1ccccc1	-2	-7	29*	-8	-235	7	4	4	-4	1
CNC(=O)c1c(NC(=O)c2ccc(N3C(=O)CCC3=O)cc2)sc2c1CCCC2	-3	-13	-6	-167	-130	0	4	2	0	-3
O=C(NC(=S)N1CCCCC1)c1cccs1	7	-1	1	3	3	6	2	0	-4	-2
O=C(Nc1nccs1)c1ccc(Cl)c([N+](=O)[O-])c1	-10	4	-2	-3	3	4	1	-3	6	4
COc1ccccc1-c1nnc(NC(=O)c2ccc3c(c2)OCO3)s1	-4	-7	-7	-6	0	-4	2	5	5	-3
CCN(CC)S(=O)(=O)c1ccc(F)c(C(=O)NCCC(C)C)c1	1	-4	1	3	2	-2	-3	-2	7	1
CC(NC(=O)CNC(=O)c1ccco1)c1ccc(S(N)(=O)=O)cc1 (stereo not drawn)	5	8	6	-2	2	-6	-2	8	5	-1
Cc1ccc(OCc2cc(C(=O)NC(C)Cc3cccc(C)n3)no2)cn1 (stereo not drawn)	0	1	-1	-9	-1	14	5	-2	5	-2
Cc1ccc(C)c(N2N=C(C(=O)NCCN3C(=O)S/C(=C\c4cccnc4)C3=O)CCC2=O)c1	2	-2	1	-9	-5	-15	3	8	-14	-3
Cc1cc(C)n2nc(S(=O)(=O)NC3CCCCC3)nc2n1	6	-6	2	1	1	1	5	-7	-17	-1

Laid out differently: results already given
CCCCCCCCCCCCCCCC[N+](C)(C)CC
- Tn6 DDE FP: 6
- ADAM10 inh: 4
- SIAE inh: 0
- PLC-beta3 inh: 6
- PLCg1 inh: 3
- TDP2 absorb: 17
- Tn7 DDE FP: 6
- ARFGAP1 inh: -14
- ASAP1 inh: -6
- ADAM17 inh: -1
CCCNC(=O)C1(C)CCCN(Cc2cccc(C#N)c2)C1 (stereo not drawn)
- Tn6 DDE FP: 1
- ADAM10 inh: -9
- SIAE inh: -11
- PLC-beta3 inh: 3
- PLCg1 inh: 2
- TDP2 absorb: 2
- Tn7 DDE FP: 0
- ARFGAP1 inh: 1
- ASAP1 inh: 4
- ADAM17 inh: -2

Single records, from the list above.
COc1ccccc1-c1nnc(NC(=O)c2ccc3c(c2)OCO3)s1 reads Tn6 DDE FP = -4; ADAM10 inh = -7; SIAE inh = -7; PLC-beta3 inh = -6; PLCg1 inh = 0; TDP2 absorb = -4; Tn7 DDE FP = 2; ARFGAP1 inh = 5; ASAP1 inh = 5; ADAM17 inh = -3
Cc1cc(C)n2nc(S(=O)(=O)NC3CCCCC3)nc2n1 reads Tn6 DDE FP = 6; ADAM10 inh = -6; SIAE inh = 2; PLC-beta3 inh = 1; PLCg1 inh = 1; TDP2 absorb = 1; Tn7 DDE FP = 5; ARFGAP1 inh = -7; ASAP1 inh = -17; ADAM17 inh = -1

(cont.)
SMILES	Tn6 DDE FP	ADAM10 inh	SIAE inh	PLC-beta3 inh	PLCg1 inh	TDP2 absorb	Tn7 DDE FP	ARFGAP1 inh	ASAP1 inh	ADAM17 inh
C=CCOc1ccc(/C=C(\C#N)C(=O)Nc2ccccn2)cc1	-2	-68	6	-98	-77	-16	1	-7	-2	-22
Cc1cccc(NC(=O)c2cc(-c3ccc(C)c(C)c3O)n[nH]2)c1	-4	-7	-8	-10	-1	-2	2	9	9	-3
CC1CCN(CCCN2C(=O)C3C(C(=O)Nc4ccc(Cl)cc4)C4C=CC3(O4)C2C(=O)NC2CCCCC2)CC1 (stereo not drawn)	4	5	-5	-3	-2	-5	3	6	8	1
COc1cc(C2c3[nH]c4ccccc4c3C[C@H]3C(=O)N(C4CC4)CC(=O)N23)ccc1OC(C)C (stereo partly drawn)	0	1	10	0	-4	-1	-5	-6	-5	0
Cc1cc(C(=O)COC(=O)CNC(=O)c2ccc(F)cc2)c(C)n1Cc1ccco1	5	6	1	0	1	8	-1	3	16	1
Cn1cc(C(=O)C(=O)NCCc2ccccc2)c2ccccc21	2	-1	-1	-11	-1	0	-5	2	16	0
CCOC(=O)Cn1nnnc1C(CC)N(Cc1ccccc1)Cc1cc2cc(C)ccc2[nH]c1=O (stereo not drawn)	5	-8	-3	-11	-9	6	9	-2	-5	-9
COc1ccc(NC(=O)CCCCCN2C(=O)c3cccc([N+](=O)[O-])c3C2=O)c(OC)c1	-6	7	4	-2	1	-3	-2	5	3	0
CCCCCCNC(=O)c1c(O)c2ccccc2[nH]c1=O	4	2	5	0	-3	-2	4	-6	-11	-3
C=CCN1C2CCCC1CC(NC(=O)Nc1cccc(C(C)=O)c1)C2 (stereo not drawn)	-12	8	-2	-3	2	2	5	6	-5	0
COc1ccc(CCN2CC(O)=C(c3nc4ccccc4c(=O)[nH]3)C2=N)cc1OC	-1	-39	-7	-61	-42	2	3	-1	-3	-13
CC1=C(C)C(=O)OC(C(C)C2CCC3C4CC=C5CC(OC6OC(COC7OC(CO)C(O)C(O)C7O)C(O)C(O)C6O)CC(O)C5(C)C4CCC23C)C1 (stereo not drawn)	1	4	2	5	3	-4	1	3	6	2
Cc1ccc(N2C(=O)CS(=O)(=O)CC2=O)cc1	-8	3	-2	1	-4	-4	7	0	3	-2
Cc1ccc(/C=C2\SC(=S)N(CC(=O)Nc3ncc(Cc4ccccc4Cl)s3)C2=O)cc1	1	4	-5	-1	4	-8	0	2	10	0
O=C(Nc1ccc(F)c(F)c1)c1ccc(-n2cncn2)c([N+](=O)[O-])c1	2	-1	4	-5	0	-1	-6	2	7	3
COCCNC(=O)C1(C)CCCN(Cc2ccc(-c3ccccn3)cc2)C1 (stereo not drawn)	1	-13	-3	4	1	-1	-1	2	11	0
COc1ccc(C(=O)N2CCCC2)cc1S(=O)(=O)N1CCOCC1	-8	-14	-6	0	0	10	3	0	-5	-5
COc1cc(C(=O)NCC(=O)NCCN2C(=O)S/C(=C\c3ccccc3Cl)C2=O)cc(OC)c1OC	10	20*	-1	0	4	-13	4	7	-3	6
O=C(COc1ccccc1[N+](=O)[O-])N/N=C/c1cccc(OC(=O)c2ccc3c(c2)OCO3)c1	1	8	-3	4	3	-16	-2	13	14	3
O=C(Nc1cc(C(F)(F)F)ccc1Cl)c1cccnc1	1	-5	-8	-5	0	7	1	2	8	-2
Cc1cc(C(=O)Nc2cccc(C(=O)O)c2)c(C)o1	-4	-9	3	0	-4	1	1	-13	4	-3
Nc1cc(N)nc(SCC(=O)NC(=O)NC2CCCC2)n1	-4	-5	-12	-2	-1	-9	-5	-1	-7	7
Cc1ccc2cc(C#N)c(NCCNC(=S)NCCCN3CCOCC3)nc2c1	2	-121	3	-44	-25	12	-2	-6	17	-35
